Compound activity as filed in PubChem.
TRPM1 prom inh: MITF TRPM1 promoter inhibition in SK-MEL-5 cells; inhibition, % at 12.5 µM; SK-MEL-5 TRPM1 promoter luciferase, 24 h; 330,000 tested, 0.83% active;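 active means mean inhibition across replicates of 60% or more, whatever share of single replicates reaches that level; inconclusive means some that reach 60%, reason not given; inactive means mean inhibition across replicates below 60%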; further: values of inactives mirror those of a sister screen read the other way
TROY NFkB inh: blocks TROY-dependent signaling in reporter cells; 360,000 tested, 0.98% active; inhibition, % at 10 µM; Q293 LMP1-TROYcd NF-kB luciferase reporter, 4 h;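 active means compounds whose plate-normalised and pattern-corrected inhibition of the luciferase reporter signal at the single screening dose is 50% or more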
TRAIL sens C8: sensitizes caspase-8 expressing cells to TRAIL. NB7+C8 cells + TRAIL, ATPlite viability luminescence. inhibition (viability loss, TRAIL sensitization), % at 10 µM. 360,000 tested, 1% active. AID 624354;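 active means compounds causing at least 50% loss of cell viability in the single-dose screen, relative to plate controls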
HIF-2a block: blocks HIF-2a reporter activity; AID 624352; 360,000 tested, 0.72% active; 786-0 RCC cells HIF-2a reporter, luciferase luminescence, overnight; inhibition, % at 18.8 µM;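 active means inhibition of the luminescence signal of 40% or more relative to plate controls, in a single-dose primary screen at 18.75 µM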
NR2E3 ag-1: NR2E3 (human) agonism; Q9Y5X4; GST-NR2E3/biotin-RetCOR TR-FRET, 1536-well; inhibition of corepressor binding, % at 4.78 µM; 320,000 tested, 0.12% active; AID 2300;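 active means percent inhibition above the cutoff of mean plus 3 SD of all tested compounds, set per screening campaign, cut at about 20% in these data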;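 further: 0% = DMSO wells and 100% = biotin wells as full block of FRET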
Target sequence (Q9Y5X4 whole entry, looked up): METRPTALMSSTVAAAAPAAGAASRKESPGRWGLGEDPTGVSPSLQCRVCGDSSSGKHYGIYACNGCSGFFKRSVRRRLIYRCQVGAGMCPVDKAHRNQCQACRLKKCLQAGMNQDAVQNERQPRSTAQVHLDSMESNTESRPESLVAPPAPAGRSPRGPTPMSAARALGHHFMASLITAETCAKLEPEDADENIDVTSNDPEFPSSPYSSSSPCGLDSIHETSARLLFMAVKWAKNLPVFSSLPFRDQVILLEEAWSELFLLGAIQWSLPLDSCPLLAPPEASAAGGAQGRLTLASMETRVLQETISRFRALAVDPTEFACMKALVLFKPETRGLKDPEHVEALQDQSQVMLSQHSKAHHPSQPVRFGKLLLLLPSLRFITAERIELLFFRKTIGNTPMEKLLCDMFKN
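System: GST-tagged NR2E3 plus biotinylated RetCOR corepressor; Amount: 1.35 nM GST-tagged NR2E3 final; Dosing: single nominal compound dose of 4.8 µM; Schedule: 5 h incubation at 4 °C; Technique: TR-FRET with europium anti-GST and streptavidin-D2, 340 nm excitation; Controls: biotin wells as high control, 0.6% DMSO wells as low control.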
CF NFkB block: inhibitors of cystic fibrosis induced NF-kB. KKLEB NF-kB-GFP reporter, PAF-induced, GFP fluorescence overnight. inhibition, % at 5 µM. 360,000 tested, 0.86% active;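 active means at least 50% inhibition at 5 µM, scaled per plate between neutral and stimulator controls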;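 further: PAF is a Pseudomonas aeruginosa culture filtrate used as stimulus; plate controls were PAF-stimulated DMSO wells for no effect and unstimulated DMSO wells for full effect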
Peg3 prom inh: inhibitors of Peg3 promoter; HeLa PEG-Prom luciferase reporter, luminescence, overnight; 360,000 tested, 1.7% active; inhibition, % at 20 µM;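 active means inhibition of at least 50% at 20 µM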
NR2E3 ag-2: activates human NR2E3 receptor. CHO-S Gal4-NCOR/VP16-NR2E3 two-hybrid, luciferase. inhibition of corepressor binding, % at 3.98 µM. 360,000 tested, 0.35% active. AID 602229;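 active means inhibition above the mean of all tested compounds plus 3 SD, cut at about 70% in these data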;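 further: 0% = DMSO with NR2E3 transfected cells and 100% = cells lacking NR2E3 construct; higher means lower luciferase signal from less NR2E3 corepressor binding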
KKLEB tox: reduces viability of KKLEB cystic fibrosis airway cells; KKLEB CF airway cells viability, ATPlite luminescence, overnight; stronger effect = lower value; cells stimulated with P. aeruginosa culture filtrate; activity change (cytotoxicity), % at 5 µM; 360,000 tested, 0.36% active; AID 602141;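 active means corrected activity change at or below -50% at 5 µM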
TWEAK Fn14 block: blocks TWEAK-Fn14 interaction in a reporter cell assay. inhibition, % at 10 µM. TWEAK-stimulated Fn14 reporter cells, luciferase luminescence, 8 h. AID 1159606. 360,000 tested, 2% active; in the data active means inhibition above about 50%
Shn3 3UTR inh: inhibitors of Schnurri-3 3'UTR reporter in osteoblasts; 360,000 tested, 0.52% active; Clone20 osteoblast Shn3 3'UTR firefly luciferase, 24 h; AID 588674; inhibition, % at 12.5 µM;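 active means mean inhibition of at least 75% with every replicate also reaching 75%; inconclusive means mean inhibition at least 75% but some replicate below; inactive means mean inhibition below 75%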;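 further: 0% = median of neutral control wells and 100% = pilot-screen positive control compound; some compounds past the cut are filed as inactive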
An asterisk follows results filed as active; ? = inconclusive; . = not tested or not shown. This is a subset. The share of hits here may be higher or lower than overall.

A first look, 2 compounds:
SMILES	TRPM1 prom inh	TROY NFkB inh	TRAIL sens C8	HIF-2a block	NR2E3 ag-1	CF NFkB block	Peg3 prom inh	NR2E3 ag-2	KKLEB tox	TWEAK Fn14 block	Shn3 3UTR inh
Cc1ccccc1CCN(C(=O)CN1C(=O)c2ccccc2S1(=O)=O)C(C(=O)NCC1CCCO1)c1ccncc1 (configuration not stated)	-2	0	-1	11	-3	-19	-4	-5	-4	-11	17
Cc1ccc(-c2nn(C)c(=O)c3ccccc23)cc1CO	8	9	6	10	-1	1	1	8	-16	-6	17

Main list, from the first entry:
SMILES	TRPM1 prom inh	TROY NFkB inh	TRAIL sens C8	HIF-2a block	NR2E3 ag-1	CF NFkB block	Peg3 prom inh	NR2E3 ag-2	KKLEB tox	TWEAK Fn14 block	Shn3 3UTR inh
Cc1ccccc1CCN(C(=O)CN1C(=O)c2ccccc2S1(=O)=O)C(C(=O)NCC1CCCO1)c1ccncc1 (configuration not stated)	-2	0	-1	11	-3	-19	-4	-5	-4	-11	17
Cc1ccc(-c2nn(C)c(=O)c3ccccc23)cc1CO	8	9	6	10	-1	1	1	8	-16	-6	17
CC[C@H]1OC(=O)[C@H](C)[C@@H](O[C@H]2C[C@@](C)(OC)[C@@H](O)[C@H](C)O2)[C@H](C)[C@@H](O[C@@H]2O[C@H](C)C[C@H](N(C)C)[C@H]2O)[C@](C)(O)C[C@@H](C)[C@@H]2N[C@@H](COCCOC)O[C@H]([C@H]2C)[C@]1(C)O	-7	3	-3	1	-1	-7	-13	-6	-4	19	7
CC12CCC(C(=O)N(NC(=O)c3cccnc3)C1=O)C2(C)C (configuration not stated)	-15	-7	-1	21	4	-12	-2	6	12	10	7
Cn1c(=O)[nH]c(=O)c2c1nc(NCCCO)n2Cc1ccc(F)cc1	-6	13	-14	12	0	-18	4	-7	1	-14	3
COc1ccc(C(C(=O)NC(C)(C)C)N(C(=O)CNC(=O)c2cccs2)c2ccc(C)cc2)cc1OC (configuration not stated)	3	4	0	-13	3	8	10	10	-9	34	-1
COCCOc1cc(NC(=O)CS(=O)CC(=O)N(C)C)c(Cl)cc1Cl (configuration not stated)	3	-15	-1	4	6	-2	4	-8	0	-27	19
CCN(CC)c1ccc(/C=N/NC(=O)c2nnn(-c3nonc3N)c2-c2ccc(C)cc2)cc1	-5	-9	2	5	0	-14	23	-15	2	-22	27
Cn1c(CCC(=O)OCC(=O)NCc2ccc3c(c2)OCO3)nc(=O)c2ccccc21	-16	16	1	12	0	-3	5	0	11	-2	4
CC(C(=O)Nc1cccnc1)C1Sc2ccccc2NC1=O (configuration not stated)	14	39	-8	-35	5	7	-59	6	7	7	-37
c1ccc(COc2cccc(CN3CCCCC3)c2)cc1	1	-26	1	-5	6	-19	-4	22	-4	103*	5
COc1ccc(NC(=O)[C@@H]2CC=C[C@@H]3CCN(Cc4ccccc4)C(=O)[C@@H]32)cc1	-9	-11	-20	4	4	-27	6	29	19	0	1
CC(C)Cn1c(=O)c(C(=O)NCc2ccc3c(c2)OCO3)c(O)c2ccccc21	14	-1	27	23	4	10	30	4	-1	23	17
c1cnn(Cc2cnc(N3CCOCC3)s2)c1	8	10	-4	3	2	5	-6	-8	7	10	2
Cc1cc(C)c(NC(=O)c2cnn(C)c2)c(C)c1	10	5	3	7	3	-8	4	-14	18	-7	-30
CCOc1ccccc1N(C)S(=O)(=O)c1ccc2[nH]cc(C(=O)N(CCOC)CCOC)c(=O)c2c1	-3	5	-2	17	0	-5	11	-9	11	-8	8
O=C(COC(=O)c1ccc([N+](=O)[O-])cc1Cl)NC(=O)c1ccccc1	-3	-17	-3	-28	0	9	-24	7	1	-7	5
Cc1cc(C(F)(F)F)nn1CC(=O)NNC(=S)Nc1ccc(F)cc1	3	-9	-1	7	2	8	14	-17	7	9	-2
CC(=O)Nc1ccc(NC(=O)c2cc(=O)c3ccccc3o2)cc1	-27	4	-7	-10	2	33	-45	-55	6	25	8
COc1cccc(CN2CC(C(=O)N(C)C3CCOCC3)CCC2=O)c1 (configuration not stated)	3	-8	-15	-22	1	-8	-55	4	-2	-17	-9
CCC(=O)Nc1ccc(S(=O)(=O)NC[C@H]2O[C@@H](n3cnc4c(=O)[nH]c(N)nc43)[C@H](O)[C@@H]2O)cc1	.	-10	14	11	.	2	3	-7	1	-13	-7
O=C(CCCN1CCC(C(=O)c2ccc(F)cc2)CC1)c1ccc(F)cc1	2	6	2	11	1	-25	13	-1	4	-1	6
CC(C)c1ccccc1NC(=S)N(C)C	-14	-5	3	9	3	-12	10	-13	2	0	-26
COc1ccccc1Nc1nc(-c2cccc(N3C(=O)c4ccccc4C3=O)c2)cs1	-8	-8	-9	10	-2	-11	8	-13	1	3	-2
Cc1ccc(CSc2nc3ccsc3c(=O)n2Cc2ccccn2)cc1	9	8	-10	15	-5	11	-9	-10	7	-17	8
O=C(NC(Nc1nc2ccc([N+](=O)[O-])cc2s1)(C(F)(F)F)C(F)(F)F)c1ccccc1	71*	1	28	24	-1	75*	69*	102*	-71*	58*	?
O=C(Cn1cccc1C(=O)c1ccccc1)NCCN1CCOCC1	0	-1	-1	12	0	-17	6	9	-7	9	12
COC(=O)C1=C(O)/C(=C\c2ccc(O)c(OC)c2)N=C1C	-2	-16	5	-3	-7	-1	-11	-21	3	-15	6
CCCCNC(=S)N(CCCN(C)C)Cc1cc2cc3c(cc2[nH]c1=O)OCO3	4	-13	-17	16	9	-6	-1	-2	-5	8	21
CC1Cc2cc(/C(O)=C3/C(=O)C(=O)N(CCCn4ccnc4)C3c3ccc(Br)cc3)ccc2O1 (configuration not stated)	-2	-18	-3	7	10	-1	-1	10	1	7	-26
CCC1CCCCN1C(=O)CSc1nc2c([nH]c3ccccc32)c(=O)n1C (configuration not stated)	6	-17	-17	7	3	5	31	-3	-4	21	-4
O=C(COc1ccc(S(=O)(=O)N2CCCCC2)cc1)NCc1cccnc1	-1	-21	8	1	2	4	-6	-5	4	18	1
COc1ccc(NC(=O)C2CCCN(C(=O)c3ccc(Cl)cc3)C2)cc1S(=O)(=O)N(C)C (configuration not stated)	2	-12	3	-2	4	-6	15	-2	-4	-4	-18
COc1ccc(COc2ccsc2C(=O)Nc2ccc(Cl)cc2)cc1	1	-15	11	-77	-1	-20	-13	-28	1	-36	-8
Cc1cccc(OCCCC(=O)Nc2ccc(S(=O)(=O)Nc3ncccn3)cc2)c1C	2	14	0	11	4	19	15	-19	-4	7	13
Cc1ccc(C)c(NC(=O)CSc2nc(=O)n(CCN3CCOCC3)c3c2CCCC3)c1	-5	-5	3	23	-7	9	20	0	-2	11	1
CN(C)C(=O)COC(=O)c1cccc(CN2C(=O)c3ccccc3C2=O)c1	7	16	-12	12	3	-4	8	-9	2	7	5
CC(=O)c1c(C)nc2ccccc2c1N	-5	7	6	13	-1	-8	10	8	1	-15	-1
O=C(CCNS(=O)(=O)c1ccccc1)N1CCN(c2ccccc2F)CC1	-19	-25	8	-7	1	15	6	-6	-7	-14	-6
CSc1cccc(NS(=O)(=O)c2ccccc2)c1	0	3	-7	2	-1	-7	5	12	4	25	-6
COc1cc(C(=O)N2CCN(S(=O)(=O)c3ccc(F)cc3)CC2)cc(OC)c1OC	6	5	-7	11	-5	24	12	-1	0	-16	2
CCOC(=O)c1ccc(NC(=O)COc2ccc(S(=O)(=O)NC(C)C)cc2)cc1	14	13	2	-13	1	-22	12	-16	-1	23	31
Cc1ccc(C(=O)NCCc2nnc3ccc(SCC(=O)Nc4cc(C)on4)nn23)cc1	9	-7	-8	12	2	-8	0	6	3	-7	14
Cc1cccc(OCC(=O)N(Cc2cccs2)C2CCS(=O)(=O)C2)c1C (configuration not stated)	-6	-8	5	10	1	13	3	-6	-2	11	15
Cc1ccc2nnc(Cl)n2n1	1	13	13	7	3	14	11	-11	6	-1	4
N#C/C(=C/c1ccc(-c2ccc([N+](=O)[O-])cc2)o1)C(=O)Nc1nc(-c2cccs2)cs1	-12	-1	-1	3	.	-10	55*	-2	-10	-24	10
CCOC(=O)Cc1csc(NC(=S)NC(=O)CC(C)C)n1	1	2	-12	-1	-1	-6	13	-9	6	4	-2
CCC1Sc2ccc(S(=O)(=O)Nc3ccc(OC)c(OC)c3)cc2NC1=O (configuration not stated)	23	23	4	18	0	1	1	88*	-7	24	80
CC(=O)Oc1ccc(N(C(C)=O)S(=O)(=O)c2cc([N+](=O)[O-])ccc2C)cc1	0	6	10	15	-3	16	1	6	6	10	0
CCN(C(=O)COC(=O)CCC(=O)c1cccs1)c1c(N)n(Cc2ccccc2)c(=O)[nH]c1=O	-1	-6	-13	10	3	-6	18	-12	2	0	11
Cc1ccc(/C=C/C(=O)OCC(=O)NCc2ccc(Cl)cc2)o1	3	16	11	-13	-2	-2	3	-24	7	11	3
CCn1c(SCC(=O)Nc2nc3c(s2)CCCC3)nnc1-c1ccccc1	7	-5	10	10	4	-10	14	15	4	15	16
O=C(Nc1nc2ccccc2s1)c1cc2c(s1)-c1ccccc1OC2	-54	-1	16	-232	1	15	-75	-12	9	15	-39
COc1ccc(NC(=O)/C(C#N)=C\c2cc(OC)c(OCc3ccc(C(=O)O)cc3)cc2Br)cc1	-6	32	-5	3	0	-82	-1	-1	0	-12	-3
O=C(Cn1cnc([N+](=O)[O-])n1)NC1CC1	-1	14	3	13	-1	11	11	-13	-2	-2	1
Cc1ccc(/C(O)=C2\C(=O)C(=O)N(CCc3c[nH]c4ccccc34)C2c2cccnc2)cc1 (configuration not stated)	6	-27	-6	16	10	-14	12	-25	18	-16	-10
Cc1[nH]c2ccc(C(C)C)cc2c1CC(=O)O	4	12	-15	3	-3	0	3	-9	-1	2	-3
CC(C)NC(=O)c1ccc(C2SCC(=O)N2Cc2ccccc2)cc1 (configuration not stated)	-3	-6	8	2	-2	9	19	-1	-3	-18	1
CCN(CC)C(=O)Cn1cnc2sc(C(=O)N3CCN(Cc4ccc5c(c4)OCO5)CC3)c(C)c2c1=O	18	-6	6	13	4	-10	12	-24	9	0	-9
CNC(=O)C[C@H]1C(=O)N(c2ccc(OC)cc2)C[C@@H]1Cc1ccccc1	.	3	-9	-2	.	3	9	-16	-2	4	-18
Later entries:
SMILES	TRPM1 prom inh	TROY NFkB inh	TRAIL sens C8	HIF-2a block	NR2E3 ag-1	CF NFkB block	Peg3 prom inh	NR2E3 ag-2	KKLEB tox	TWEAK Fn14 block	Shn3 3UTR inh
O=C(Nc1ccc(OCc2ccccc2)cc1)Nc1ccccc1C(=O)NCCCN1CCOCC1	-15	-28	9	-105	3	-10	-45	0	-5	89*	-10
N#C/C(=C\c1ccccc1Br)C(=O)NC1CC1	2	-96	-7	28	1	7	8	-16	-10	-20	7
Cc1c(C(=O)N(C)CCCCN2CCOCC2)oc2c(F)cccc12	-9	-35	3	-36	3	13	-12	-34	6	0	5
O=C1NC(Cc2ccccc2)C(=O)N1CC(=O)N1CCCc2ccccc21 (configuration not stated)	-10	-27	1	16	2	-21	9	-27	11	10	-8
